TDP1 cell CPT = growth inhibition of DT40 Tdp1-/-;hTDP1 cells with camptothecin (screen for TDP1 inhibitors). 420,000 compounds, 12% hits. Potency, µM (top dose mostly 46.2 µM), without a hit: top-dose activity change, negative = growth inhibition, actives largely listed as inhibitors. AID 686979. chicken DT40 Tdp1-/-;hTDP1 cells + 20 nM CPT, ATP luminescence, 48 h; further: nearly all actives have a fitted effect of over 55% in size
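Chicken DT40 Tdp1-/- cells stably complemented with human TDP1 were seeded at 400 cells/well in medium containing 20 nM camptothecin, exposed to pin-transferred compounds, and grown at 37 °C for at least 48 hr. Viability was read as ATP luminescence.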
KAT2A inh = blocks human GCN5L2 histone acetyltransferase; Q92830; GCN5L2 HAT assay, ThioGlo1 CoA-SH fluorescence; Potency, µM (doses to about 58.9 µM), without a hit: top-dose activity change, negative = inhibition, actives largely listed as inhibitors; 390,000 compounds, 0.21% hits; AID 504327
Target sequence (Q92830 whole entry, looked up): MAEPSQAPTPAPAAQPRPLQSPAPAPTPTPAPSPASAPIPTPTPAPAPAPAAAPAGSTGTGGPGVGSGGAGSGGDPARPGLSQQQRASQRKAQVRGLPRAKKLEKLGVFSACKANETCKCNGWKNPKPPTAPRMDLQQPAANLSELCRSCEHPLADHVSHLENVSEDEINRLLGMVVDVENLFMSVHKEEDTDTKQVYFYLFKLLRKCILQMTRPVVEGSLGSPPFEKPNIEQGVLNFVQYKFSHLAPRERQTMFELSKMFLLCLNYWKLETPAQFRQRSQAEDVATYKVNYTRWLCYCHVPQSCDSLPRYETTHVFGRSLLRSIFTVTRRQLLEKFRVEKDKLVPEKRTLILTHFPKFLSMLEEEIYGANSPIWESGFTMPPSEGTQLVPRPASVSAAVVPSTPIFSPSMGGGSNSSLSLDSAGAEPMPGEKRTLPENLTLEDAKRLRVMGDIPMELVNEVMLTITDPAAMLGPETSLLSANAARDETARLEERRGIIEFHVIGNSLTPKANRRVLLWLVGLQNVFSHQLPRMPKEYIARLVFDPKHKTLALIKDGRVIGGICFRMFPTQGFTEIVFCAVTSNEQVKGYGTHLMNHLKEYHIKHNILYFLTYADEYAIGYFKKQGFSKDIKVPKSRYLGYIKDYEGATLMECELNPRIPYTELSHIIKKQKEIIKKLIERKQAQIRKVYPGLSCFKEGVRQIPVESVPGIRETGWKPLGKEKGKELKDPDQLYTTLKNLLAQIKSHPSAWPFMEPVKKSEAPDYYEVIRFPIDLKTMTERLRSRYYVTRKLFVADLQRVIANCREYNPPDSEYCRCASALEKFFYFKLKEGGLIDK
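Free CoA generated was detected with ThioGlo1 (50uM) fluorescence at Ex340nm/Em540nm, read immediately and after 20 min at room temperature. Enzyme, 20 nM in HEPES pH 7.5 buffer, saw compounds 15 min before adding 75uM H3(1-25) peptide and 70uM acetyl-CoA.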
DT40 TDP1 no CPT = qHTS for Inhibitors of human tyrosyl-DNA phosphodiesterase 1 (TDP1): qHTS in cells in absence of CPT | DT40 Tdp1-/- hTDP1 cells, no CPT, ATP luminescence, 48 h | 420,000 compounds, 15% hits | Potency, µM (highest dose often 46.2 µM), inactives show top-dose activity change, negative = growth inhibition, most hits filed as inhibitors; further: nearly all actives have a fitted effect of over 55% in size
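Compound effects on proliferation are scored in DT40 Tdp1-/-;hTDP1 cells in the absence of CPT. ATP levels (CellTiter-Glo luminescence) are recorded after a ≥48 hr, 37 °C incubation.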
Numbers without * were called inactive; ? = inconclusive; / = not tested or not shown; & = joins results of further samples. The call rests on the fitted dose curve; in most records, active means well fitted curve in the direction sought with a large enough effect; inconclusive means small, poorly fitted or top-dose-only effect, or another doubt; inactive means no such curve, though single readings can be large; an effect the other way counts as inactive or inconclusive. On the % scale 0 is the no-effect control and ±100 the full control effect; potency means the concentration at half of the fitted maximal effect. An unsorted share of the library. Share with any hit: about 18%.

Second line of a record – TDP1 cell CPT	KAT2A inh	DT40 TDP1 no CPT
O=C(NC(C(=O)N/N=C/c1ccccc1)c1n[nH]c(=O)c2ccccc12)c1ccccc1 (stereo not given)
→ -5%	-17%	0%
O=C(CCSc1ccccc1)N1CCN(c2ccccc2)CC1
→ ?	-1%	?
CCCn1cnc2scc(-c3ccc(C)cc3)c2c1=O
→ 7%	4%	9%
COc1ccc(NC(=O)CSCc2ccc(C#N)cc2)c(OC)c1
→ ?	-2%	-22%
CCOC(=O)C(CC(=O)O)NCc1ccco1 (stereo not given)
→ -3%	-3%	-4%
CCCn1c(=S)[nH]c2cc(C(=O)N3CCCC(C(=O)OCC)C3)ccc2c1=O (stereo not given)
→ 15µM*	-28%	21µM*
CCCCn1nc(NC(=O)c2cccs2)c2cc3ccccc3nc21
→ 21µM*	-21%	18µM*
Cc1cc2c(cc1C)N(C(=O)CSC1=NCCS1)C(C)(C)c1ssc(=S)c1-2
→ ?	-4%	?
COc1cccc2cc(C(=O)N3C(C)CCCC3C)c(=O)oc12 (stereo not given)
→ 8%	-5%	2%
CC(=O)N(c1ccc(Cl)cc1)c1cn(C(C)=O)c2ccccc12
→ 4%	-10%	-28%
Cc1cc(C2=NNC(=Nc3ccccc3)SC2)c(C)n1C
→ ?	-4%	?
Cc1c(C(=O)NNS(=O)(=O)c2ccccc2Cl)sc(=S)n1C
→ 1%	-2%	-3%
Cn1c(=O)n(C)c2cc(S(=O)(=O)NCCO)ccc21
→ -12%	-2%	-6%
Cc1cc2c(Nc3ccccc3)ncnc2s1
→ -25%	3%	?
CN1CCC(C)(C(=O)Nc2ccc3c(c2)OCCO3)C1 (stereo not given)
→ 0%	/	-3%
CCn1ncc(Br)c1C(=O)Nc1ccc(C(C)C)cc1
→ 3%	16%	-21%
Cc1ccccc1-n1cnc2c(sc3nc(N4CCOCC4)c4c(c32)CCCC4)c1=O
→ 18µM*	-16%	15µM*
CCC1CCCCN1c1nc(-c2ccncc2)nc2ccccc12 (stereo not given)
→ 29µM*	-4%	?
Cc1nc([N+](=O)[O-])c(C(=O)OCc2ccccc2)n1C
→ -14%	-11%	-8%
Fc1ccccc1CN1CCC(Cc2ccccc2)CC1
→ ?	-3%	-7%
CCOC(=O)C1(Cc2cccc(Cl)c2)CCCN(C(=O)c2cc(CC)on2)C1 (stereo not given)
→ ?	-10%	16µM*
CC(NC(=O)c1cc([N+](=O)[O-])cc([N+](=O)[O-])c1)C1CC2CCC1C2 (stereo not given)
→ -23%	-6%	?
CCC1CCCCN1CCN1C(=O)C2C(C(=O)Nc3cccc(OC)c3)C3C=CC2(O3)C1C(=O)NC1CCCCC1 (stereo not given)
→ -6%	-3%	4%
O=C(Oc1ccc(Br)cc1)c1cncc(Br)c1
→ -10%	-1%	-15%
O=C(Nc1ccc2nc3n(c(=O)c2c1)CCCC3)c1ccccc1[N+](=O)[O-]
→ 20%	-2%	-21%
O=C(COc1ccccc1)Nc1c2c(nn1-c1ccccc1)CS(=O)C2 (stereo not given)
→ -11%	-6%	-14%
CCOC(=O)c1cc(Cl)c2c(ccc3ccccc32)n1
→ 0%	/	-16%
COc1c(C)cc(C(=O)C2CCCN(C(=O)CCCn3cncn3)C2)cc1C (stereo not given)
→ -12%	1%	-4%
CC(C)CCNC(=O)CNC(=S)N(Cc1ccccc1)Cc1cccnc1
→ -4%	8%	?
N#C/C(=C(/O)c1ccco1)c1nc2ccccc2s1
→ ?	-12%&-15%	15µM*
COc1ccc(N(CC(=O)N2CCN(c3ccccc3F)CC2)S(=O)(=O)c2c(C)noc2C)cc1
→ ?	-25%&-5%	?
Cc1ccnc2ccc3ccccc3c12
→ ?	/	?
CC(=O)c1ccc(NC(=O)CSc2nc(C3CC3)nc3ccccc23)cc1
→ ?	3%	?
Cc1ccc(C(=O)N(Cc2ccco2)Cc2ccco2)cc1
→ -11%	-4%	?
CC1=NN(c2ccccc2)C(=O)/C1=C/C=C/c1ccc(N(C)C)cc1
→ 23µM*	-2%	23µM*
CCN1C(=O)[C@H]2[C@H]3CN=C(SCc4ccc(C)cc4)N3[C@@](C)(C(=O)OC)[C@H]2C1=O
→ -14%	-6%	?
Cc1[nH]c2ccccc2c1C(=O)NS(=O)(=O)Nc1ccc(Cl)cc1
→ 8%	-3%	0%
CSc1nsc(SC)c1NC(=O)OCCc1ccccn1
→ -9%	-8%	2%
COc1ccc(C(=O)N2CC3(CC(c4cccc([N+](=O)[O-])c4)=NO3)C[C@H]2C(=O)NCC(N)=O)cc1 (stereo not given in full)
→ 5%	-1%	5%
COc1ccc(N2CCN(c3n[nH]c(N)n3)CC2)cc1
→ -12%	-6%	-29%

Rewritten with each value named: part of the list above
smiles: CCCn1cnc2scc(-c3ccc(C)cc3)c2c1=O
- TDP1 cell CPT: 7%
- KAT2A inh: 4%
- DT40 TDP1 no CPT: 9%
smiles: COc1ccc(NC(=O)CSCc2ccc(C#N)cc2)c(OC)c1
- TDP1 cell CPT: ?
- KAT2A inh: -2%
- DT40 TDP1 no CPT: -22%
smiles: CCOC(=O)C(CC(=O)O)NCc1ccco1 (stereo not given)
- TDP1 cell CPT: -3%
- KAT2A inh: -3%
- DT40 TDP1 no CPT: -4%
smiles: CCCn1c(=S)[nH]c2cc(C(=O)N3CCCC(C(=O)OCC)C3)ccc2c1=O (stereo not given)
- TDP1 cell CPT: 15µM*
- KAT2A inh: -28%
- DT40 TDP1 no CPT: 21µM*

New compounds follow
Second line of a record – TDP1 cell CPT	KAT2A inh	DT40 TDP1 no CPT
COc1ccc(CCNC(=O)c2nnn(-c3cc(C)cc(C)c3)c2N)cc1OC
→ 15µM*	-3%	?
CCC(Sc1nc2ncccc2o1)C(=O)Nc1ccc(OC)c(OC)c1 (stereo not given)
→ 5%	-5%	-15%
Cc1c(NC(=O)c2cccc(NC(=O)COc3ccccc3C#N)c2)c(=O)n(-c2ccccc2)n1C
→ -17%	3%	?
CN1CCC(OC(c2ccccc2)c2ccc(Cl)cc2)C1 (stereo not given)
→ ?	/	21µM*
COCCn1c(SCC(=O)NC(=O)Cc2ccccc2)nc2ccccc2c1=O
→ 2%	0%	-2%
CCCc1cc(C(=O)O)c2ccccc2n1
→ -1%	?	1%
Nn1cc(-c2ccccc2)nc1SCC(=O)NC1CCS(=O)(=O)C1 (stereo not given)
→ 2%	-1%	-5%
CCN1CC(CN(C)Cc2nc(-c3ccc(C(F)(F)F)cc3)oc2C)CC1=O (stereo not given)
→ -49%	-5%	?
CCCCc1nc(N2CCN(C(=O)c3ccco3)CC2)c(C#N)c2c1CCCC2
→ ?	?	?
CCCSc1nnc(C(C)C)n1N
→ -3%	-5%	4%
CCOC(=O)N1CCN(C/C(Cl)=C/c2ccccc2)CC1
→ 2%	-4%	-15%
COc1ccc(-c2nn(C)c3sc(C(=O)N4CCN(c5cccc(Cl)c5)CC4)cc23)cc1OC
→ 15µM*	-9%	-73%
O=C(CCC(=O)Nc1cccc(C(F)(F)F)c1)NCC1CCCO1 (stereo not given)
→ 26%	1%	5%
CCOC(=O)/C(=C\c1cccnc1)C(=O)c1cc(C(C)=O)c(Nc2ccccc2)s1
→ 2.1µM*	-3%	1.8µM*
Cc1noc(C)c1C(=O)N1CCC2(CC1)CN(c1ccccc1)C2
→ ?	-4%	?
CCSc1nnc(NC(=O)c2cccc3ccccc23)s1
→ 3%	-11%	-3%
COc1cccc(Oc2nc(-c3ccncc3)nc3ccccc23)c1
→ 15µM*	-3%	?
Cc1cccc(N(C(=O)C(F)(F)F)C(C(=O)NC2CCCCC2)c2cccs2)c1 (stereo not given)
→ -15%	-1%	-18%
CC(C)n1c(NCc2ccccc2O)nc2ccccc21
→ 4%	-1%	-29%
CCc1ccccc1N(CC(=O)NCC1CCCO1)C(=O)CCC(=O)Nc1cc(C)on1 (stereo not given)
→ 1%	-3%	-2%
O=C(NCc1ccccc1F)C1CCN(c2nnc(-n3cccc3)s2)CC1
→ ?	-1%	?
O=C(O)c1cccc(NS(=O)(=O)c2ccc(C3CCCCC3)cc2)c1
→ 1%	1%	0%
O=C(N/N=C/c1c[nH]c2ccccc12)c1cccc(O)c1
→ -5%	10%	1%
CC(C)CNC(=O)CN1C(=O)NC2(CCc3ccccc32)C1=O (stereo not given)
→ 14%	-2%	-5%
OCC(O)COc1cccc2ccccc12 (stereo not given)
→ 0%	-1%	0%
O=C(CN1C(=O)NC2(CCCCCC2)C1=O)c1ccc(F)cc1
→ -27%	-3%	-25%
Nn1c(SCC(=O)NC(=O)Nc2ccc3c(c2)OCCO3)nnc1C1CC1
→ 11%	-7%	-8%
O=C(NCc1ccoc1)c1ccc(NC(=O)c2ccccc2Cl)cc1
→ -21%	-3%	-27%
COc1cccc(NC(=O)C(=S)NC2CCCCC2)c1
→ -21%	-9%	-19%
O=C(NC1CCCCC1)C(Cc1ccccc1)N1C(=O)C2C3CCC(C3)C2C1=O (stereo not given)
→ -11%	1%	-20%
COC(=O)C(C)Sc1ccc2nnc(-c3ccc(F)cc3)n2n1 (stereo not given)
→ ?	-18%	-17%
CCOC(=O)c1cnn(-c2nc(-c3ccccc3F)cs2)c1C(F)(F)F
→ -17%	-1%	1%
O=C(CCN1C(=O)COc2ccccc21)N1CCN(c2ccccn2)CC1
→ 2%	-1%	-24%
O=C(N/N=C/c1ccccc1[N+](=O)[O-])c1ccc(COc2ccccc2-c2ccccc2)cc1
→ 12µM*	-4%	12µM*
O=C(NCCCN1CCCC1=O)c1ccc2c(c1)OCO2
→ ?	-16%	-4%
CC(=O)Nc1ccc(NC(=S)NC(=O)/C=C/c2ccco2)cc1
→ ?	-10%	?
CCCCc1c(O)nc(SCC(=O)c2ccccc2)[nH]c1=O
→ ?	-3%	?
CCCCNC(=O)C1CCC(=O)N1CCc1ccccc1 (stereo not given)
→ 29%	-3%	1%
Cc1cccc(-n2c(N)cc(=O)nc2SCC(=O)NC2CCCCC2)c1
→ 13%	3%	-5%
Cc1ccccc1OCc1nc2ccccc2c(=O)n1/N=C/c1ccco1
→ ?	-7%	?

A portion of the results above:
Second line of a record – TDP1 cell CPT	KAT2A inh	DT40 TDP1 no CPT
O=C(NCc1ccccc1F)C1CCN(c2nnc(-n3cccc3)s2)CC1
→ ?	-1%	?
O=C(O)c1cccc(NS(=O)(=O)c2ccc(C3CCCCC3)cc2)c1
→ 1%	1%	0%
O=C(N/N=C/c1c[nH]c2ccccc12)c1cccc(O)c1
→ -5%	10%	1%

Record cards (already shown). Order of screens: TDP1 cell CPT	KAT2A inh	DT40 TDP1 no CPT
Profile of Nn1c(SCC(=O)NC(=O)Nc2ccc3c(c2)OCCO3)nnc1C1CC1 → 11%	-7%	-8%
Profile of CCOC(=O)C(CC(=O)O)NCc1ccco1 (stereo not given) → -3%	-3%	-4%
Profile of Cc1nc([N+](=O)[O-])c(C(=O)OCc2ccccc2)n1C → -14%	-11%	-8%

The results go on.
Second line of a record – TDP1 cell CPT	KAT2A inh	DT40 TDP1 no CPT
CC(C)(C)c1cc[n+](C2=C([O-])c3ccccc3C(=O)/C2=N\S(=O)(=O)c2ccccc2)cc1
→ ?	-28%	23µM*
COc1cc2c(cc1OC)C(COc1cccc(C(F)(F)F)c1)NCC2 (stereo not given)
→ 21µM*	-4%	?
CCOC(=O)c1c(NC(=O)Cc2cccs2)sc(C(=O)NC2CCCCC2)c1C
→ ?	3%	16µM*
CNC(=O)c1nc(C)n(-c2ccc([N+](=O)[O-])cc2)n1
→ 19%	-5%	-14%
O=C(CSc1ccccn1)Nc1ccccc1F
→ -16%	2%	0%
CCOC(=O)C1CCN(C(=O)c2cc3c(OC)c(OC)c(OC)cc3[nH]2)CC1
→ 17%	-1%	14%
CCOc1ccc(CN2CCc3nc(N4CCN(c5ccccn5)CC4)ncc3C2)cc1OC
→ 23µM*	12%	23µM*
Cc1ccn2c(=O)nc(SCC(=O)NCc3ccccc3)nc2c1
→ -17%	-23%	4%
Cc1ccc(NC(=O)c2cccc(NC3=NC4CS(=O)(=O)CC4S3)c2)cc1C (stereo not given)
→ -5%	-15%	-1%
CCc1ccc(CNCc2ccc(OCC(O)CN(C)Cc3ccccc3)cc2)nc1 (stereo not given)
→ 16µM*	-7%	23µM*
C=CCN1C(=O)/C(=c2\sc3nc(=O)c(Cc4ccc(OC)c(OC)c4)nn3c2=O)c2ccccc21
→ ?	-30%	?
O=C(c1cc(COc2c(F)cccc2F)on1)N1CCC(c2ccncc2)CC1
→ 9.2µM*	-17%	9.2µM*
COc1ccccc1CNC(=O)C1CCN(S(=O)(=O)c2ccc3c(c2)CCCN3C(C)=O)CC1
→ ?	-7%	?
